# Source: PubChem BioAssay
# N370S GC = qHTS Assay for Inhibitors and Activators of N370S glucocerebrosidase as a Potential Chaperone Treatment of Gaucher Disease. N370S GC spleen homogenate, 4MU-glucoside fluorescence. AID 2101, 2009. Potency, µM (titrated, usually from 59.4 µM), for inactives: at the highest dose activity change, negative = inhibition, most hits filed as inhibitors. Lysosomal acid glucosylceramidase (Homo sapiens), P04062. 330,000 compounds, 0.092% hits;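 further: 0% = full enzyme activity and -100% = no enzyme basal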
# FEN1 inh = qHTS Assay for the Inhibitors of Human Flap endonuclease 1 (FEN1). P39748. Recombinant FEN1 flap cleavage, fluorescence, 15 min. Potency, µM (titrated, usually from 114 µM), inactives show top-dose activity change, negative = inhibition, most hits filed as inhibitors. 390,000 compounds, 0.35% hits. AID 588795, 2011; further: nearly all actives have a fitted effect of over 65% in size
# Target sequence (P39748 whole entry, looked up): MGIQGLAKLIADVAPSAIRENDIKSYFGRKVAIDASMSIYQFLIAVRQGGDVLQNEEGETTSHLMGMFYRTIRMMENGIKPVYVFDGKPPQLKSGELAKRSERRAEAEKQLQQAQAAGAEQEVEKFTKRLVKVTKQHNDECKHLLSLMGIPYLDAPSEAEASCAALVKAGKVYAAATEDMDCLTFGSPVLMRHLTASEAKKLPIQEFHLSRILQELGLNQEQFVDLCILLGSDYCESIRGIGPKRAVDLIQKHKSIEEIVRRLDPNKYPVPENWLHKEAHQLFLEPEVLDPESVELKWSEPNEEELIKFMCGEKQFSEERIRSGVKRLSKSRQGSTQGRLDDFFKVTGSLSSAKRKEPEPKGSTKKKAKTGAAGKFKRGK
#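 Recombinant FEN1 (10 nM) was preincubated with pin-transferred compounds for 15 min at room temperature, then flap DNA substrate (50 nM final) was added. Plates were read at 0 and 15 min, and normalized concentration–response data were fitted to a four-parameter Hill equation.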
# TDP1 cell CPT = qHTS for Inhibitors of human tyrosyl-DNA phosphodiesterase 1 (TDP1): qHTS in cells in presence of CPT; chicken DT40 Tdp1-/-;hTDP1 cells + 20 nM CPT, ATP luminescence, 48 h; Potency, µM (highest dose often 46.2 µM), without a hit: at the highest dose activity change, negative = growth inhibition, actives largely listed as inhibitors; 420,000 compounds, 12% hits; further: nearly all actives have a fitted effect of over 55% in size
#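 Chicken DT40 Tdp1-/- cells complemented with human TDP1, 400 cells/well, exposed to compounds plus 20 nM camptothecin for at least 48 h at 37 C; viability read as ATP content by CellTiter-Glo luminescence.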
# * = called active by the depositor; ? = inconclusive; . = not tested or not shown; & = joins results of further samples; [ ] = remark or other dose. The call rests on the fitted dose curve; in most records, active means well fitted curve in the direction sought with a large enough effect; inconclusive means small, poorly fitted or top-dose-only effect, or another doubt; inactive means no such curve, though single readings can be large; an effect the other way counts as inactive or inconclusive. Unless noted, on the % scale 0 is the no-effect control and ±100 the full control effect; potency means the concentration at half of the fitted maximal effect. These rows are one share of the data; rates above refer to the full screens.
SMILES,N370S GC,FEN1 inh,TDP1 cell CPT
CC1CCCN(C(=O)c2cc(-c3ccco3)nc3ccccc23)C1 (stereo unspecified),.,3%,?
CCC(=O)N1CCc2cc(CNC(=O)Cc3ccc(F)cc3)ccc21,.,-2%,-24%
O=S(=O)(NCC1CCCO1)c1ccc(Br)cc1 (stereo unspecified),-6%,17%,0%
COc1cccc(NC(=O)CN(C)C(=O)CNC(=O)c2ccc3ccccc3c2)c1,3%,1%,-1%
CCC1CCCCN1C(=O)Nc1cccc(NC(=O)N2CCCCC2CC)c1 (stereo unspecified),3%,-5%,-13%
Cc1csc(NC(=O)Nc2cccc(Cl)c2)n1,1%,4%,?
O=C(c1cc(F)ccc1F)C1CCCN(C(=O)CCc2cnccn2)C1 (stereo unspecified),3%,-13%,-7%
CCC(C)Sc1nc2ccccc2c(=O)[nH]1 (stereo unspecified),8%,6%,?
COc1ccc(NC(=O)C(=O)NCCN2CCN(C(=O)c3ccc(C(C)(C)C)cc3)CC2)cc1,-18%,1%,16µM*
COc1ccc(NC(=O)CCCS(=O)(=O)c2nc(-c3ccccc3OC)cc(C(F)(F)F)n2)c(OC)c1,.,-10%,-10%
COc1ccc(-c2cn3cccc(C)c3n2)cc1Br,4%,-17%,-1%
C[C@]12CC[C@H](O)CC1=C[C@H](O)C1C2CC[C@@]2(C)C1CC[C@@]2(O)C#Cc1ccc(CN)cc1 (stereo partly specified),.,-14%,-25%
CCOc1ccc(NC(=O)CSC2=Nc3ccccc3C3=NC(CC(=O)NCc4cccs4)C(=O)N23)cc1 (stereo unspecified),.,-5%,?
COc1ccc(OC)c(-c2nc(CN3CCN(C(=O)c4ccco4)CC3)c(C)o2)c1,-3%,-3%,-18%
COc1cccc(S(=O)(=O)NCc2ccc(C(=O)N3CCN(c4ccccc4)CC3)cc2)c1,-15%,-9%,16µM*
COC(=O)c1ccc(/C=C/C(=O)OCC(=O)Nc2sccc2C(N)=O)cc1,.,2%,?
C/C(=N\NC(=O)c1nnn(-c2nonc2N)c1-c1ccccc1)c1ccco1,0%,4%,-4%
Cc1ccc(NC(=O)Cc2ccc3c(c2)CCCC3)cc1C,18%,-10%,-30%
COc1ccc(NC(=O)CN(C)C(=O)c2c(-c3c(F)cccc3Cl)noc2C)cc1,-19%,-11%,5%
Cc1cc(C(=O)N/N=C/c2cccc([N+](=O)[O-])c2)c(C)o1,-5%,2%,-19%
CC1COC(C)(CC(=O)NN2C(=O)c3ccccc3C2=O)O1 (stereo unspecified),-1%,-1%,9%
COC(=O)c1scc(-c2ccc(C)cc2)c1S(=O)(=O)N1CCN(c2cccc(Cl)c2)CC1,.,12%,18µM*
CCOc1ccccc1NC(=O)Cn1c(=O)n(-c2ccccc2)c(=O)c2c1c1cc(C)ccc1n2C,.,1%,2%
COc1cccc(CNC(=O)CCc2nc(-c3ccc(C)cc3)no2)c1,.,13%,?
CC1CCCCN1C(=O)c1ccccc1OC1CCN(S(C)(=O)=O)CC1 (stereo unspecified),5%,5%,-11%
Cc1cccc(C)c1NC(=O)CN(C)C(=O)c1ccc(-c2cccc(C(F)(F)F)c2)o1,4%,-1%,?
COc1ccc(-c2[nH]c(-c3ccccc3)nc2SCC(=O)NC2CCCC2)cc1,-1%,-9%&10%,23µM*
COc1ccccc1CN1C(=O)CN(C2CCCCCC2)C(=O)C1c1ccc(F)cc1 (stereo unspecified),15%,?,21µM*
OCC(O)C(O)CC1SCCS1 (stereo unspecified),.,5%,8%
Cc1c(C(=O)N2CCC(C(N)=O)CC2)oc2ccc(Br)cc12,0%,-2%,7%

# Quoted from the results shown (2 entries):
SMILES,N370S GC,FEN1 inh,TDP1 cell CPT
OCC(O)C(O)CC1SCCS1 (stereo unspecified),.,5%,8%
Cc1c(C(=O)N2CCC(C(N)=O)CC2)oc2ccc(Br)cc12,0%,-2%,7%

# Later entries:
SMILES,N370S GC,FEN1 inh,TDP1 cell CPT
CCc1ccccc1N(CC(=O)NC(C)(C)CC)C(=O)CCC(=O)Nc1nccs1,-10%,-8%,-14%
Cc1cc(C)n2nc(C(=O)Nc3ccc4c(c3)OCCO4)nc2n1,.,4%,-9%
CC1=C(C(=O)OCC2CCCO2)C(c2ccc(C)cc2)C2=C(CCCC2=O)N1 (stereo unspecified),17%,1%,7%
COC(=O)c1ccccc1NC(=S)NC(=O)COc1ccc(C(C)C)cc1,2%,-12%,1%
N#CC(C#N)=C(N)CSc1cccc[n+]1[O-],-5%,2%,?
CC(C)c1ccc(NC(=O)c2ccc(NS(C)(=O)=O)cc2)cc1,9%,-4%,2.9µM*
O=C(Cn1ccn(-c2cccc(Cl)c2)c(=O)c1=O)c1ccc(F)cc1,.,-2%,7%
CN1CCN(c2ncnc3ccc(-c4cccc(C#N)c4)cc23)CC1,14%,.,?
Cc1ccc2nc(NCc3ccccc3Cl)c3nnnn3c2c1,.,2%,?
COc1ccc(CCNC(=S)Nc2ccc(OC)cc2)cc1,30%,13%,?
O=S(=O)(NCc1cccs1)c1ccc(Br)cc1,-1%,5%,-4%
O=C(NCCSc1ccccc1)c1ccccc1F,.,0%,9%
COc1ccccc1NC(=O)c1ccc(-c2nn(C)c(=O)c3ccccc23)cc1,1%,-3%,?
Cc1ccccc1NC(=O)CCc1c(C)nn(-c2ccc(N3CCCCC3)nn2)c1C,-12%,17%&-2%,16µM*
Cc1cnc(CN(C)C(=O)C2CCC(=O)N(CCc3ccccc3)C2)[nH]1 (stereo unspecified),0%,22%,5%
COc1ccc(CN2CCN(C(=O)CCC(=O)Nc3nnc(C4CCCCC4)s3)CC2)cc1F,-11%,-19%,16µM*
O=C(O)c1nnn(-c2ccc([N+](=O)[O-])cc2)c1-c1ccccc1,-2%,12%,2%
COc1ccc(NC(=O)c2cc3ccc(O)cc3o/c2=N\O)cc1,-1%,?,4.1µM*
NC(=O)c1cc([N+](=O)[O-])ccc1NCC1CCCCC1,-3%,15%,-17%
Cc1cccc(CCNC(=O)c2sc3nc4n(c(=O)c3c2C)CCCC4)c1,.,20%,18µM*
CCc1ccc(C2=CC(c3cccc(OC)c3OC)n3c(nc4ccccc43)N2)cc1 (stereo unspecified),.,-6%,?
CC1(C)CCN2CCC(C)(C)c3c(O)ccc1c32,-9%,?,3.3µM*
COc1ccc(C(=O)NCCCNC(=O)c2cccnc2)cc1OC,-6%,-17%,4%
Cc1cccc(NC(=O)C2CCCN(S(=O)(=O)c3cccc4nonc34)C2)c1 (stereo unspecified),-2%,-1%&18%,-2%&12%
COc1ccc(CNC(=O)c2ccc3c(c2)N(Cc2ccccc2)CCS3)cc1,.,-13%,?
COC(=O)c1ccc(C(C(=O)NCc2ccccc2)N(Cc2cccs2)C(=O)c2cnccn2)cc1 (stereo unspecified),3%,9%,?
CN(C)CCCNC(=O)C[C@H]1C[C@H](C(=O)N2CCOCC2)[C@@]2(CCC3CCCC3)c3[nH]c4cc(CCC(=O)N(C)C)ccc4c3CCN2C1=O,.,-1%,1%
COCC1CCN(C(=O)C2CCC(=O)N(Cc3ccc(Cl)cc3)C2)CC1 (stereo unspecified),-3%,-10%,-29%
O=C(c1ccco1)N1CCN(c2ccccc2F)CC1,8%,5%,-1%
COc1cc2[nH]c(=S)nc(NCCC(C)C)c2cc1OC,-10%,-14%,?

# Reprinted from the part before: seven compounds, then new ones.
SMILES,N370S GC,FEN1 inh,TDP1 cell CPT
Cc1cccc(NC(=O)C2CCCN(S(=O)(=O)c3cccc4nonc34)C2)c1 (stereo unspecified),-2%,-1%&18%,-2%&12%
COc1ccc(CNC(=O)c2ccc3c(c2)N(Cc2ccccc2)CCS3)cc1,.,-13%,?
COC(=O)c1ccc(C(C(=O)NCc2ccccc2)N(Cc2cccs2)C(=O)c2cnccn2)cc1 (stereo unspecified),3%,9%,?
CN(C)CCCNC(=O)C[C@H]1C[C@H](C(=O)N2CCOCC2)[C@@]2(CCC3CCCC3)c3[nH]c4cc(CCC(=O)N(C)C)ccc4c3CCN2C1=O,.,-1%,1%
COCC1CCN(C(=O)C2CCC(=O)N(Cc3ccc(Cl)cc3)C2)CC1 (stereo unspecified),-3%,-10%,-29%
O=C(c1ccco1)N1CCN(c2ccccc2F)CC1,8%,5%,-1%
COc1cc2[nH]c(=S)nc(NCCC(C)C)c2cc1OC,-10%,-14%,?
CN(C)S(=O)(=O)c1cccc(N=C2SCCN2Cc2ccccc2)c1,0%,-23%,?
CNCCCCCCCCSc1nc(C(C)C)ccc1C(=O)c1cccs1,-28%,.,4.2µM*
Cn1c(=O)c2c(nc(CN3CCN(Cc4ccccc4)CC3)n2Cc2ccc(F)cc2)n(C)c1=O,-5%,-12%,?
COc1ccccc1NC(c1ccc(Cl)cc1)c1nnc(-c2cccc(F)c2)o1 (stereo unspecified),.,-5%,?
O=C(c1ccc(S(=O)(=O)N2CCCCC2)cc1)N1CCCC(C(F)(F)F)C1 (stereo unspecified),-20%,-6%,-21%
O=C(Cn1[nH]c(=O)c2ccccc2c1=O)OCC(=O)c1ccc(F)cc1,1%,-2%,-12%
CSc1ncccc1C(=O)OCC(=O)NC1CCCc2ccccc21 (stereo unspecified),.,-8%,-23%
Cc1ccccc1C(=O)Nc1sc(C)c(C)c1C(=O)c1ccccc1,8%,-13%,?
Cc1ccc(CNc2ncnc3c2nnn3C)cc1,.,-2%,-6%
C=CCNC(=S)N1CCN(Cc2ccccc2)CC1,1%,16%,-17%
CCc1ccccc1NC(=O)c1ccc(CN2CCC(Cc3ccccc3)CC2)cc1,15%,-5%,?
COc1ccc(S(=O)(=O)Nc2cccc(-c3ccc4nncn4n3)c2)cc1,-6%,-1%,3.7µM*
COc1cc(O)c(CC=C(C)C)c(O)c1C(=O)CCc1ccc(O)cc1,1%,-24%,21µM*
Cn1c(NNC(=O)c2c(F)cccc2F)cc(=O)n(C)c1=O,-9%,-13%,5%
COc1ccc(CCNC(=O)c2cnc3sc(N4CCCCC4)nn3c2=O)cc1OC,.,20%,23µM*
CC1Cc2ccccc2C[N+]1(C)CC(=O)c1cccc([N+](=O)[O-])c1 (stereo unspecified),.,0%,-27%
Cc1ccc(N2C(=O)N(CC(=O)NC(N)=O)C(=O)C2C)cc1 (stereo unspecified),0%,0%,-3%
O=C(NNc1ccccc1F)c1sccc1Cl,.,-6%,-21%
COc1ccc(-n2c(C)cc(C=O)c2C)cc1Cl,10%[12.8 µM],10%,-27%
c1ccn(-c2ncnc3sc4c(c23)CCCC4)c1,7%,7%,-15%
O=c1[nH]c(=S)[nH]c2c1C(c1cc([N+](=O)[O-])c(N3CCOCC3)cc1N1CCOCC1)O2 (stereo unspecified),-2%,-2%,2%
Fc1ccc(CNC(=S)NCc2cccc(Cl)c2)cc1,11%,-1%,-19%
Cc1noc(C)c1C(=O)OCC(=O)c1c(N)n(CC(C)C)c(=O)n(C)c1=O,4%,5%,18µM*
Cc1ccc(N2C(=O)NC(NS(=O)(=O)c3ccc(Cl)cc3)(C(F)(F)F)C2=O)cc1C (stereo unspecified),.,12%,-10%
COC(=O)CCC(=O)N1CCC(CCC(=O)NCc2ccc(F)cc2)CC1,1%,19%,5%
O=c1oc([C@@H](O)c2ccccc2)cc2ccccc12,.,-5%,0%
Cc1cc(NC(=O)CSc2ncc(CO)n2Cc2ccc(F)cc2)no1,-6%,-1%,-7%
Cc1ccc[n+](-c2nc3ccccc3nc2C(=C=[N-])C#N)c1,-8%&1%,4%&-8%,11%&-7%
N#CC(C(=O)Nc1ccc(Cl)cc1)=C1Nc2ccccc2N1,6%[2.35 µM],-14%,-19%
CCOc1ccccc1NC1=C(OC)C(=O)C(Nc2ccccc2OCC)=C(OC)C1=O,.,-14%,0%
O=C(NCc1ccco1)/C(=C/c1ccccc1F)NC(=O)c1ccccc1,-2%,17%,16%
COc1cc(NC(=O)CCC2CCCC2)cc(-n2cnnn2)c1,1%,9%,?
Cc1ccc(C(=O)c2cn(Cc3ccccc3)c3nc(C)ccc3c2=O)cc1,.,-18%,?
Cc1ccc(-n2nnc3c(=O)n(CC(=O)OCc4ccccc4)cnc32)cc1,5%,4%,-17%
CC(C)(C)C(=O)Nc1cc(NC(=O)C(C)(C)C)cc(C(=O)NNC(=O)c2ccncc2)c1,-11%,-1%,-17%
Cc1ccc(SCc2cn3c(C)cc(C)nc3n2)cc1,7%,-13%,-5%
CCSc1ccc(C(=O)Nc2ccc(Br)cn2)cc1[N+](=O)[O-],26%,1%,-9%
O=C1c2ccccc2C(=O)N1OCc1ccc(Cl)cc1,1%,-6%,-2%
CC(C)Cn1c(SCC(=O)O)nnc1-c1cccc(S(=O)(=O)N2CCOCC2)c1,.,8%,-14%
O=C(COC(=O)c1cnc(Cl)c(Cl)c1)NCc1cccs1,-7%,-1%,?
